Assay outcomes: PubChem, several laboratories
p-CIP stab down – compounds decreasing mouse p/CIP protein stability. Q05BA5. F442A p/CIP-EGFP cells, EGFP fluorescence, 16 h. decrease of EGFP signal, % at 10 µM. 290,000 compounds, 0.01% hits. AID 1984;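 active means EGFP signal decrease of at least 30% at 10 µM or well 3 SD below plate mean, unless failing retest; inactive means the rest, including hits failing retest or dose response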; further: some compounds called inactive have numbers as strong as hits; many of its hits are not listed in these tables
PHOSPHO1 block – PHOSPHO1 (human) inhibition; 290,000 compounds, 1.1% hits; AID 1565; inhibition, % at 13.3 µM; recombinant PHOSPHO1, absorbance phosphatase assay; in the data active means inhibition above about 60%
VIM-2 inh – blocks Pseudomonas aeruginosa VIM-2 metallo-beta-lactamase; inhibition, % at 5.6 µM; 290,000 compounds, 0.89% hits; purified VIM-2, nitrocefin hydrolysis, epi-absorbance fluorescence;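 active means inhibition above the mean of all tested compounds plus 3 SD, cutoff set per screening run, cut at about 7.5% in these data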;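 further: red hydrolysis product quenches plate fluorescence so inhibitors raise well fluorescence; 0% = enzyme with DMSO and 100% = DMSO without enzyme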
UBC9 SUMO inh – SUMOylation inhibition. HTRF SUMOylation assay, SAE1/SAE2 + UBC9, in vitro. inhibition, % at 35 µM. 290,000 compounds, 0.36% hits. AID 2006; in the data active means inhibition above about 50%, passing the limit was not always enough; further: strong numbers were not always called active
MEKK3 PB1 HTS – modulators (inhibitors or enhancers) of MEK5 binding to human MEKK3 PB1 domain. binding response (% of control), % at 10 µM. 290,000 compounds, 1.4% hits. bead-based flow cytometry, Alexa488-MEK5 binding to MEKK3; actives lie on both sides; 0 = blocked by unlabeled MEK5, 100 = vehicle;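 active means binding response more than 3 SD above or below the average of its plate-row segment, actives on both sides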;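 further: Alexa488 bead fluorescence after subtracting the streptavidin-only scavenger bead signal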
DNA FID counter – displaces DNA intercalator in HCV helicase counter-screen; 290,000 compounds, 0.17% hits; inhibition, % at 7.9 µM; AID 1845; DNA fluorescent intercalator displacement, fluorescence; in the data active means inhibition above about 37%;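 further: 0% = vehicle and 100% = reference compound; higher means more ethidium bromide displaced from hairpin DNA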
IMP-1 inhibitor – blocks Pseudomonas aeruginosa IMP-1 metallo-beta-lactamase | purified IMP-1, nitrocefin hydrolysis, epi-absorbance fluorescence | 290,000 compounds, 0.45% hits | inhibition, % at 5.6 µM | AID 1556;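 active means inhibition above the mean plus 3 SD of all compounds in the same screening run, cut at about 4.5% in these data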;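 further: 0% = IMP-1 with DMSO and 100% = DMSO wells lacking enzyme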
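Material – recombinant IMP-1 enzyme, purified · Amount – IMP-1 0.2 nM before substrate addition · Medium – HEPES buffer pH 7.1 with ZnSO4 and Brij 35 · Timing – 25 °C, 15 min preincubation, 25 min reaction · Measured by – plate fluorescence quenching by hydrolysis product, ex 480/em 530 nm · Read-out – percent enzyme inhibition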
NS3 helicase inh – HCV NS3 helicase inhibition; AID 1800; NS3 helicase DNA unwinding, Cy5 molecular beacon fluorescence; 290,000 compounds, 0.56% hits; inhibition, % at 10.9 µM;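 active means inhibition above the mean of all tested compounds plus 3 SD, set per campaign, cut at about 35% in these data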;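 further: 0% = DMSO wells and 100% = thioflavine S control wells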
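Material: hepatitis C virus NS3 helicase domain fragment enzyme; measured by: Cy5 fluorescence, 0 and 60 min reads; control set: DMSO and thioflavine S; incubation: 60 min unwinding reaction at 25 °C after ATP addition; read-out basis: % inhibition from 60/0 min fluorescence ratio, DMSO 0%, thioflavine S 100%; repeats: singlicate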
IDE act – IDE (human) activation, cell-based; P14735; HEK cells, FAbeta-B cleavage, fluorescence polarization; 0% vehicle, 100% cell-free pure enzyme wells; activation, % at 5.96 µM; 340,000 compounds, 0.073% hits;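 active means activation above the mean of all tested compounds plus 3 SD, set per screening campaign, cut at about 17% in these data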
Target sequence (P14735 whole entry, looked up): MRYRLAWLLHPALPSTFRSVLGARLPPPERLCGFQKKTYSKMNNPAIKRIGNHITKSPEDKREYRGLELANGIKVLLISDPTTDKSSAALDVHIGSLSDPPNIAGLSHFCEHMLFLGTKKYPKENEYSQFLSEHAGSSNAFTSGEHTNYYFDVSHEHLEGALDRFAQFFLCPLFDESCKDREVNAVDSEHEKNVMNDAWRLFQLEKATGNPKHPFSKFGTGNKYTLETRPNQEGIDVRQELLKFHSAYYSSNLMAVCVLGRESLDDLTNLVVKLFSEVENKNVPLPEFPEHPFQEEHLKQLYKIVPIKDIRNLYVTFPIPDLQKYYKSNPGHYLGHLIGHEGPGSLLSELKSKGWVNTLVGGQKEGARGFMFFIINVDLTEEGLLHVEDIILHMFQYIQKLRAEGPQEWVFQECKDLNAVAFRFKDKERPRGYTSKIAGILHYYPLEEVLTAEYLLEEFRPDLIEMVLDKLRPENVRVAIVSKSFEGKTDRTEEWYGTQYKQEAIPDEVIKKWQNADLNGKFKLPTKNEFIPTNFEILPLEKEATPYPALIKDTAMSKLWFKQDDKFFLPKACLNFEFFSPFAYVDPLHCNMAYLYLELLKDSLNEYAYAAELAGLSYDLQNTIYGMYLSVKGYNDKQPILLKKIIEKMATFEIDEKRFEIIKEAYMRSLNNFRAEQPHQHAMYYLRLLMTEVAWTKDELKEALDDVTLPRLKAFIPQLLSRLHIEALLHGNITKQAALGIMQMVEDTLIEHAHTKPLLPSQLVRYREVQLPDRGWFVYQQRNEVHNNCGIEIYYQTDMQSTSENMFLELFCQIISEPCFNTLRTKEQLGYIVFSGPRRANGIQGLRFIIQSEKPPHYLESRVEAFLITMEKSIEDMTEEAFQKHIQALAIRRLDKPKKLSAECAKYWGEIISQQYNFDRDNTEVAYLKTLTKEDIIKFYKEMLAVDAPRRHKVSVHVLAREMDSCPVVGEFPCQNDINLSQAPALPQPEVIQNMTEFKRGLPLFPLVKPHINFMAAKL
Numbers without * were called inactive; x = not tested or not shown. An excerpt (hit frequency here may not be typical).

1. COc1ccc(-c2nc(CN(C)C(C)c3ccon3)c(C)o2)c(C)c1C (stereo unspecified)
2. CCC1=NN(C(=O)c2ccc([N+](=O)[O-])cc2)C(O)(c2ccccc2)C1 (stereo unspecified)
3. Cc1cc(NC(=S)NC(=O)C2CC2)ccc1Br
4. O=C(CCC(=O)n1ncc2ccccc21)NCc1ccccc1Cl
5. COc1ccc(CN(C)Cc2nc3cc(OC)c(OC)cc3c(=O)[nH]2)c(OC)c1
6. O=C(/C=C/c1ccccc1)Nc1ccc(C(=O)N2CCCCC2)cc1
compound no.	1	2	3	4	5	6
p-CIP stab down	-7	-22	1	-7	-9	-2
PHOSPHO1 block	55	41	3	18	26	14
VIM-2 inh	-2.5	-4.2	-1.3	-3.4	-1.7	-1.8
UBC9 SUMO inh	10	-1	-5	-10	22	15
MEKK3 PB1 HTS	101	98	100	101	97	101
DNA FID counter	-6	-8	0	-7	-8	-27
IMP-1 inhibitor	-0.5	-9.0	1.5	-2.8	-2.5	-1.5
NS3 helicase inh	-12	-1	-2	13	-2	4
IDE act	2	-3	2	5	6	-6

7. Cc1nn(CCOc2ccccc2)c(=O)n1-c1ccc(F)cc1
8. COc1ccc(NC(=O)N2CCCC(C(=O)Nc3cccc(C)c3C)C2)cc1 (stereo unspecified)
9. Cc1ccc(NC(=O)CC2NCCNC2=O)cc1Cl (stereo unspecified)
10. CC1CCC/C(=N/Nc2nc3ccccc3s2)C1 (stereo unspecified)
11. CCn1cc(CCC(=O)NCCN2CCOCC2)c2ccccc21
12. COc1ccc(C(=O)CN2C(=O)c3ccccc3S2(=O)=O)cc1
compound no.	7	8	9	10	11	12
p-CIP stab down	-8	5	-2	9	-2	-12
PHOSPHO1 block	55	37	30	13	42	33
VIM-2 inh	2.2	-1.7	-5.5	1.9	-2.1	-4.7
UBC9 SUMO inh	-12	-9	17	3	22	1
MEKK3 PB1 HTS	101	99	114	99	104	88
DNA FID counter	-8	-18	-2	7	-4	-5
IMP-1 inhibitor	1.3	-1.6	-3.0	-3.5	-1.9	-4.0
NS3 helicase inh	12	2	-6	2	2	-20
IDE act	4	0	5	-3	2	x

13. Cn1cnc(S(=O)(=O)N2CCN(c3ccc(Cl)cc3)CC2)c1
14. O=C(CCl)NN1C(=O)NC(c2ccccc2)(c2ccccc2)C1=O
15. Cc1cc(C)cc(OC(C)C(=O)Nc2ccc3c(c2)n(C)c(=O)n3C)c1 (stereo unspecified)
16. Cc1cc(C(=O)N/N=C/c2cc(Br)c(Br)o2)n[nH]1
17. CCOC(=O)c1c(NC(=O)CSc2nncs2)sc(C)c1C
18. COc1cc(C(=O)Nc2ccc3c(c2)OCO3)ccc1-n1cnnn1
compound no.	13	14	15	16	17	18
p-CIP stab down	-1	-8	9	-19	-11	-9
PHOSPHO1 block	53	10	-1	36	-68	1
VIM-2 inh	-1.4	-0.4	-1.2	-3.8	-8.6	-2.9
UBC9 SUMO inh	-10	8	-1	1	-1	-18
MEKK3 PB1 HTS	100	101	102	96	97	105
DNA FID counter	-7	-5	-32	11	1	5
IMP-1 inhibitor	2.0	-1.7	-2.8	-3.5	-2.0	-2.6
NS3 helicase inh	-1	-10	-4	10	3	2
IDE act	-1	7	0	-2	6	-1

Nos. 12 through 15, quoted:
12. COc1ccc(C(=O)CN2C(=O)c3ccccc3S2(=O)=O)cc1
13. Cn1cnc(S(=O)(=O)N2CCN(c3ccc(Cl)cc3)CC2)c1
14. O=C(CCl)NN1C(=O)NC(c2ccccc2)(c2ccccc2)C1=O
15. Cc1cc(C)cc(OC(C)C(=O)Nc2ccc3c(c2)n(C)c(=O)n3C)c1 (stereo unspecified)
compound no.	12	13	14	15
p-CIP stab down	-12	-1	-8	9
PHOSPHO1 block	33	53	10	-1
VIM-2 inh	-4.7	-1.4	-0.4	-1.2
UBC9 SUMO inh	1	-10	8	-1
MEKK3 PB1 HTS	88	100	101	102
DNA FID counter	-5	-7	-5	-32
IMP-1 inhibitor	-4.0	2.0	-1.7	-2.8
NS3 helicase inh	-20	-1	-10	-4
IDE act	x	-1	7	0

(further entries)
19. Cc1cc(Br)ccc1OCc1nc(-c2cccnc2)no1
20. O=C(NNC1CC(=O)N(c2ccccc2)C1=O)c1ccc(COc2ccccc2Cl)o1 (stereo unspecified)
21. Cc1noc(C)c1CSc1nnc(-c2ccccc2)n1Cc1ccco1
22. CN(C)/C=C/C(=O)c1ccc([N+](=O)[O-])c(CS(=O)(=O)c2ccc(Cl)cc2)c1
23. CCCCCC(=O)Nc1ccc(S(=O)(=O)Nc2ccc(Cl)nn2)cc1
24. Clc1ccc(-c2cc3ccccc3nc2N2CCCC2)cc1
compound no.	19	20	21	22	23	24
p-CIP stab down	-3	0	1	-10	-2	5
PHOSPHO1 block	-10	-3	45	15	-7	10
VIM-2 inh	-0.8	-2.7	1.6	-1.3	-2.7	-2.5
UBC9 SUMO inh	-13	8	8	15	2	-15
MEKK3 PB1 HTS	102	103	99	107	108	101
DNA FID counter	-7	-69	-22	-20	-16	-2
IMP-1 inhibitor	1.0	-5.0	-1.6	-0.7	-4.1	-2.1
NS3 helicase inh	2	60*	2	18	12	2
IDE act	-3	2	5	3	3	-1

25. NC(=O)CC(NC(=O)c1ccccc1)c1ccc(NCc2ccc(F)cc2)c([N+](=O)[O-])c1 (stereo unspecified)
26. C=CCn1c(SCC(=O)NC2CCCC2)nnc1-c1ccncc1
27. CCOC(=O)c1sc(-c2ccccc2)cc1NC(=O)c1ccc(S(=O)(=O)N(CCOC)CCOC)cc1
28. CCCCN(C)C(=O)CCCCn1c(=O)[nH]c2cc(OCC)c(OCC)cc2c1=O
29. Cc1cc(OC(C)C(=O)NCC(O)c2ccccc2)c2c(C)cc(=O)oc2c1 (stereo unspecified)
30. Cc1ccccc1NC1=C(C(=O)c2ccccc2)N(C)S(=O)(=O)c2ccccc21
compound no.	25	26	27	28	29	30
p-CIP stab down	-12	3	-11	-9	0	-9
PHOSPHO1 block	34	32	14	14	22	42
VIM-2 inh	x	-0.1	-1.0	2.6	0.8	0.5
UBC9 SUMO inh	12	-1	18	26	26	-1
MEKK3 PB1 HTS	96	104	101	116	98	100
DNA FID counter	x	-4	-4	-29	-29	-4
IMP-1 inhibitor	x	-2.7	-2.4	1.9	1.6	-2.8
NS3 helicase inh	x	3	2	8	-3	7
IDE act	3	8	6	4	5	1

31. CCOC(=O)C1=C(CS(=O)(=O)c2ccc(F)cc2)NC(=O)NC1c1cc(OC)c(O)c(OC)c1 (stereo unspecified)
32. O=C1Nc2ccccc2C1=Nc1ccc(Br)cc1
33. CC(C)(C)CC(C)(C)NCC(O)COc1ccc2c(c1)CCC2 (stereo unspecified)
34. Cc1cccc(C)c1NC(=O)C1CCCN1S(=O)(=O)c1ccccc1 (stereo unspecified)
35. CCCCC(=O)NCCNC(=O)c1cc(OCC(F)(F)F)ccc1OCC(F)(F)F
36. Cc1ccc2c(c1)c1c3n2CCCNC3CCC1 (stereo unspecified)
compound no.	31	32	33	34	35	36
p-CIP stab down	2	-6	x	-8	2	4
PHOSPHO1 block	-28	3	x	14	9	14
VIM-2 inh	-1.8	-2.0	-1.3	-2.3	-2.0	-1.6
UBC9 SUMO inh	1	4	x	2	6	-8
MEKK3 PB1 HTS	99	111	101	99	93	87
DNA FID counter	-25	2	28	-14	-5	8
IMP-1 inhibitor	-2.5	-2.0	-2.2	-1.4	-3.3	-2.7
NS3 helicase inh	-5	-3	-63	3	1	-2
IDE act	0	7	9	1	-1	-4

37. COc1ccccc1NC(=O)CSc1nc2ccccc2c(=O)n1CCNC(C)=O
38. COc1cc2cc(CN(CCN3CCCC3)C(=O)Nc3ccccc3Cl)c(=O)[nH]c2cc1OC
39. CC(C)(C)n1nc2c(c1NC(=O)Cc1ccccc1)CS(=O)(=O)C2
40. Cc1ncsc1CCC(=O)N1CCCC(Nc2ccc(F)c(F)c2)C1 (stereo unspecified)
41. Cc1cccc(NC(=O)c2ccc(S(=O)(=O)N3CCC(C)CC3)cc2)n1
42. COc1ccc(OC)c(S(=O)(=O)Nc2cccnc2)c1
compound no.	37	38	39	40	41	42
p-CIP stab down	-6	1	1	-12	-11	-9
PHOSPHO1 block	5	1	28	32	29	13
VIM-2 inh	-3.8	-0.4	-4.6	-0.8	-1.6	-5.7
UBC9 SUMO inh	-11	36	8	10	12	5
MEKK3 PB1 HTS	84	x	95	108	106	107
DNA FID counter	-24	5	9	-18	-30	-4
IMP-1 inhibitor	-2.3	-2.7	-5.8	-2.6	-1.1	-5.8
NS3 helicase inh	-4	-39	-10	6	-12	-1
IDE act	2	7	-3	2	3	6

43. Cc1cccc(C2Nc3cccc4cccc(c34)N2)c1
44. O=C(CSc1ncccc1-c1nc2ccccc2[nH]1)Nc1ccc2c(c1)OCCO2
45. COc1ccc(NC(=O)CSc2nc(O)cc(=O)n2-c2ccccc2)cc1
46. CCCC[N+](CC#Cc1ccccc1)(CCCC)CCCS(=O)(=O)[O-]
47. Cc1ccc(S(=O)(=O)c2nnn3c2nc(NC2CCN(Cc4ccccc4)CC2)c2ccccc23)cc1C
48. c1ccc(CCCc2nc(-c3cccnc3)no2)cc1
49. COc1ccc(NC(=O)CCN2C(=O)[C@@H]3[C@H](C2=O)[C@H]2C=C[C@@H]3C2)cc1
50. Cc1cccc(N2CCN(C(=O)c3ccoc3C)CC2)c1C
51. CN1CCN(/N=C/c2ccc(Br)cc2)CC1
compound no.	43	44	45	46	47	48	49	50	51
p-CIP stab down	2	6	-9	1	3	2	-59	-1	-6
PHOSPHO1 block	-5	-18	47	-13	53	29	-3	3	24
VIM-2 inh	2.4	-2.6	-3.5	-1.4	0.9	-0.9	-0.7	-2.0	2.3
UBC9 SUMO inh	-2	-10	16	9	-10	0	0	4	6
MEKK3 PB1 HTS	99	101	103	103	111	96	104	91	64
DNA FID counter	-7	-15	-41	-11	24	-18	-3	-22	1
IMP-1 inhibitor	-1.9	-2.4	-2.4	-2.9	-0.5	-0.8	-1.7	-3.4	-1.4
NS3 helicase inh	12	1	6	1	-30	-4	-8	1	-3
IDE act	7	8	5	6	5	2	7	-4	2
